TexasRed fluor – Texas Red fluorescence interference in TRb-SRC2 counter-screen. Potency, µM (doses to about 106 µM), for the others: at the top dose fluorescence change, negative = quenching. 280,000 compounds, 0.29% hits. TRb/SRC2 Texas Red total fluorescence interference. AID 1479; active means well fitted curve in either direction with a large enough effect; inconclusive means small, poorly fitted or top-dose-only effect; further: potency means the concentration at half of the fitted maximal effect; on the % scale 0 is the no-effect control and ±100 the full control effect
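Human TRb ligand-binding domain at 0.6 uM with 20 nM Texas Red SRC2 peptide in Tris buffer containing 1 uM T3 and 5% DMSO, incubated with compound 5 h at ambient temperature. Total fluorescence (555/632 nm) calculated as parallel + 2 × perpendicular.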
Epigenetic reg – derepresses silenced GFP reporter in murine cells. murine LDR cells, GFP reporter derepression, 30 h. Potency, µM (highest dose often 53.9 µM), for the others: at the highest dose GFP activation, hits mostly activators. 280,000 compounds, 0.2% hits; further: potency means the concentration at half of the fitted maximal effect; % of control where 0% means no effect; nearly all actives have a fitted effect of over 60% in size
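Murine LDR cells carrying a silenced, genomically integrated CMV-driven GFP reporter were exposed to compound for 30 hours at 37 C. After PBS washes, GFP-positive cells (20–120 um objects) were counted by laser-scanning microplate cytometry.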
NPSR antag – neuropeptide S receptor (human) antagonism, cAMP; Potency, µM (series often up to 38.3 µM), without a hit: at the top dose activity change, negative = inhibition, most hits filed as inhibitors; CHO-NPSR cells, cAMP TR-FRET, antagonist mode; 220,000 compounds, 1% hits; Q6W5P4; further: potency means the concentration at half of the fitted maximal effect; on the % scale 0 is the no-effect control and ±100 the full control effect; nearly all actives have a fitted effect of over 50% in size; many of its hits are not listed in these tables
Target sequence (Q6W5P4 whole entry, looked up): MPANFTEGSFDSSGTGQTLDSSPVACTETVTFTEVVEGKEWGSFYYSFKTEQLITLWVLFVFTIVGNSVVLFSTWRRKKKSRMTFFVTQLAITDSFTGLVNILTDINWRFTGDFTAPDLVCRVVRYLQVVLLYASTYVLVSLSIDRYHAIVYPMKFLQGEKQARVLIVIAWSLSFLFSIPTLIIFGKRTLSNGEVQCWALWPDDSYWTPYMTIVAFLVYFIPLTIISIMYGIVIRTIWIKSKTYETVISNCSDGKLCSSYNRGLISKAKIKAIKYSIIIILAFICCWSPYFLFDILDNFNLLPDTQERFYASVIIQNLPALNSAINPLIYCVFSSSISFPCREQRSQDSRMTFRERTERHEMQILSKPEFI
Tau FP inhib – inhibitors of human tau fibril formation; P10636; K18 P301L tau heparin fibrillization, Alexa594 FP, 6 h; Potency, µM (top dose mostly 57.7 µM), without a hit: at the top dose activity, negative = inhibition, usual class: inhibitors; 280,000 compounds, 0.39% hits; AID 1468; further: potency means the concentration at half of the fitted maximal effect; on the % scale 0 is the no-effect control and ±100 the full control effect; nearly all actives have a fitted effect of over 55% in size
Target sequence (P10636 561-689 P618L limits assumed): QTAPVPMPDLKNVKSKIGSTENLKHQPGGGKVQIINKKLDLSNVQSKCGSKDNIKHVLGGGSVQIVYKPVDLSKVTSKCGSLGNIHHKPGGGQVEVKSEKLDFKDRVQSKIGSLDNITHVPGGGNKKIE
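FP of Alexa 594-tau after heparin (20 uM) induction. Substrate: human K18 P301L, 15 uM unlabeled, 0.24 uM labeled. Buffer 100 mM sodium acetate pH 7. 6 hr, 37 C.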
TRb SRC2 PPI – inhibitors of human thyroid hormone receptor beta-SRC2 interaction. TRbeta-SRC2 peptide binding, fluorescence polarization; receptor liganded with 1 µM T3. P10828. 280,000 compounds, 0.065% hits. Potency, µM (series often up to 106 µM), for the others: top-dose activity change, negative = inhibition, hits mostly inhibitors;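 further: potency means the concentration at half of the fitted maximal effect; plate controls were bound peptide for no effect and peptide without receptor for full effect; nearly all actives have a fitted effect of over 50% in size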
Target sequence (P10828 whole entry, looked up): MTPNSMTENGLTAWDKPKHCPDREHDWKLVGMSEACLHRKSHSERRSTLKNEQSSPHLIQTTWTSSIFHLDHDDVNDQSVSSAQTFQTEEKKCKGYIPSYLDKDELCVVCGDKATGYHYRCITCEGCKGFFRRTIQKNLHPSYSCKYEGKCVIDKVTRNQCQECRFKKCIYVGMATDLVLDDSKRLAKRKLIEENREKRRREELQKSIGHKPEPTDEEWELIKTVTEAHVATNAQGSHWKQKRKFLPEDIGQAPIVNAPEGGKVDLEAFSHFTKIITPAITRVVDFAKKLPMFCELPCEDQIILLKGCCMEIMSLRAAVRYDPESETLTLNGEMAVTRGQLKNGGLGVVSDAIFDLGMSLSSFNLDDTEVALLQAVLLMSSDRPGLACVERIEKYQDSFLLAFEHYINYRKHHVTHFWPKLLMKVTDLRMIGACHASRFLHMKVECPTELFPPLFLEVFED
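Human TRb ligand-binding domain (0.6 uM) is mixed with 20 nM Texas Red SRC2 peptide and 1 uM T3; after compound addition and 5 hr at ambient temperature, polarization is measured and normalized to unbound and bound controls.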
aGal spleen mod – inhibitors or activators of human alpha-galactosidase in spleen homogenate; AID 2107; P06280; human spleen homogenate, 4MU-alpha-Gal fluorescence, 40 min; 240,000 compounds, 0.008% hits; Potency, µM (series often up to 80 µM), for inactives: top-dose activity change, negative = inhibition, actives largely listed as inhibitors;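 further: potency means the concentration at half of the fitted maximal effect; 0% = enzyme with vehicle and -100% = no enzyme basal signal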
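Human spleen homogenate (1 ug) was the enzyme source, with 4-methylumbelliferyl-alpha-D-galactopyranoside (1 mM final) in pH 5.0 citrate buffer with 0.01% Tween-20. Compounds were titrated; after 40 min at 37C, NaOH/glycine stop, 4-MU fluorescence read; AC50 from Hill fits.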
CBFb RUNX1 block – CBF-beta/RUNX1 interaction disruption | Q01196+Q13951 | 230,000 tested, under 10 active | AlphaScreen CBFb-His/RUNX1-biotin binding, biochemical | Potency, µM (doses to about 59.8 µM), for inactives: top-dose activity, negative = inhibition, usual class: inhibitors; further: % of control where 0% means no effect
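CBF-beta (His) and RUNX1 (biotin), 30 nM each; 20 min preassociation; + compound, 15 min; + beads 50 ng each (Ni, streptavidin), 90 min; RT; AlphaScreen read.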
Tau fluor counter – counter-screen for tau fibril formation inhibitors. tau K18 P301L (four-repeat tau fragment) Alexa594 fluorescence, heparin fibrillization. Potency, µM (doses to about 57.7 µM), inactives show at the top dose activity change, negative = decrease. 280,000 compounds, 0.93% hits; further: potency means the concentration at half of the fitted maximal effect; on the % scale 0 is the no-effect control and ±100 the full control effect; nearly all actives have a fitted effect of over 55% in size
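Human K18 P301L tau (15 uM unlabeled plus 0.24 uM Alexa 594-labeled, final) in 100 mM sodium acetate pH 7 was mixed with compound and 20 uM heparin and incubated 6 hr at 37 C.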
Numbers without * were called inactive; ? = inconclusive; nt = not tested or not shown; [ ] = remark or other dose. Unless noted, the call rests on the fitted dose curve; in most records, active means well fitted curve in the direction sought with a large enough effect; inconclusive means small, poorly fitted or top-dose-only effect, or another doubt; inactive means no such curve, though single readings can be large; an effect the other way counts as inactive or inconclusive. Not all compounds are listed (hit frequency here may not be typical).

Start of the data: the first 2 records as a preview:
SMILES	TexasRed fluor	Epigenetic reg	NPSR antag	Tau FP inhib	TRb SRC2 PPI	aGal spleen mod	CBFb RUNX1 block	Tau fluor counter
O=C(Nc1cscc1S(=O)(=O)c1ccccc1)c1ccccc1Cl	-3.0%	-1.1%	-0.2%	-5.1%	0.7%	3.6%	15.6%	-21.1%
COCCNC(=O)CN(c1cccc(OC)c1)S(=O)(=O)c1ccc(C)cc1	-1.0%	0.6%	16.3%[7.67 µM]	-6.4%	-10.5%	6.7%	3.1%	-2.3%

Results, from the start:
SMILES	TexasRed fluor	Epigenetic reg	NPSR antag	Tau FP inhib	TRb SRC2 PPI	aGal spleen mod	CBFb RUNX1 block	Tau fluor counter
O=C(Nc1cscc1S(=O)(=O)c1ccccc1)c1ccccc1Cl	-3.0%	-1.1%	-0.2%	-5.1%	0.7%	3.6%	15.6%	-21.1%
COCCNC(=O)CN(c1cccc(OC)c1)S(=O)(=O)c1ccc(C)cc1	-1.0%	0.6%	16.3%[7.67 µM]	-6.4%	-10.5%	6.7%	3.1%	-2.3%
CSCCC(NC(=O)c1ccc([N+](=O)[O-])cc1Cl)C(=O)OCC(=O)NCCCc1ccccc1 (stereo not given)	0.1%	1.5%	-12.8%	10.1%	-5.1%	2.6%	-10.4%	-17.1%
O=C1CN(CC(=O)Nc2cccc(Cl)c2Cl)c2ccccc2N1	0.5%	-3.4%	-20.8%	-8.7%	2.2%	7.1%	1.3%	-4.0%
COc1ccc(OC)c(S(=O)(=O)N(C)CC(=O)N2CCN(c3cccc(Cl)c3)CC2)c1	-4.2%	2.5%	?	3.4%	5.6%	-7.8%	-5.0%	-23.8%
CC(C)(C)C(=O)NC(NC(=O)C(C)(C)C)c1ccc([N+](=O)[O-])cc1	-0.9%	0.0%	9.1%	-1.0%	-4.5%	3.6%	4.7%	5.5%
Cc1ccc(C(=O)Nc2ccc(S(=O)(=O)N3CCC(c4nc5ccccc5s4)CC3)cc2)cc1	-1.7%	-5.4%	nt	-0.1%	6.4%	nt	nt	6.4%
COc1ccc(NC(=O)N(CCC(C)C)C(C)c2ccccn2)c(OC)c1 (stereo not given)	-1.3%	0.0%	-17.0%[46.1 µM]	4.7%	0.2%	-1.7%	1.4%	-9.9%
O=C(Nc1nccs1)c1cccc(NC(=O)C2CC2)c1	-0.8%	-1.1%	12.2%[46.1 µM]	0.9%	-1.0%	12.7%	7.1%	-3.5%
C=C(Nc1ccc(OCC)cc1)Nc1ccc(OCC)cc1	1.1%	-0.1%	nt	3.9%	6.2%	17.8%	-6.4%	-9.5%
Cc1ccc(S(=O)(=O)c2nc(NCc3ccc4c(c3)OCO4)sc2Cl)cc1	1.1%	-1.1%	-20.0%[46.1 µM]	-1.4%	3.5%	-6.5%	-1.6%	-18.1%
CCOc1ccc(CNC(=O)c2ccc3nc(C(C)C)oc3c2)cc1	-2.6%	-0.6%	nt	6.4%	8.3%	nt	nt	6.9%
Cc1ccc(NC(=O)Cn2c(=O)n(CCC(=O)NCc3ccc4c(c3)OCO4)c(=O)c3sccc32)c(C)c1	-14.1%	0.0%	nt	-19.1%	7.1%	nt	nt	5.8%
Cc1ccc(CC(=O)Nc2nc3ccccc3[nH]2)cc1C	0.0%	-1.2%	6.5%[46.1 µM]	-2.8%	3.0%	2.0%	-5.8%	1.2%
CCOc1ccc(Br)cc1S(=O)(=O)Nc1nc(CN2CCOCC2)nc2sc(C)c(C)c12	0.9%	-2.0%	-21.1%[46.1 µM]	-2.2%	-2.7%	2.8%	3.1%	0.1%
COc1ccc(NCC(=O)N/N=C/c2cc([N+](=O)[O-])ccc2N2CCCC2)cc1	-5.6%	1.8%	-27.5%	18.0%	5.0%	-0.3%	?	?
CC1CCN(C(=O)C2CCCCN2S(=O)(=O)c2cccc([N+](=O)[O-])c2)CC1 (stereo not given)	0.1%	-1.4%	-29.5%	4.4%	5.3%	2.1%	-2.0%	-18.2%
CCOc1ccc(-c2cccc(NS(=O)(=O)c3c(C)cc(C)cc3C)c2)nn1	-1.9%	-1.7%	nt	-9.8%	1.3%	nt	nt	?
COc1cc(C(=O)NCc2nnc(SCC(=O)Nc3nc4ccccc4s3)o2)cc(OC)c1OC	-1.1%	2.2%	-10.6%	-4.9%	-9.5%	-3.0%	-1.7%	-6.2%
Clc1cccc(-n2ncc3c(NC4CCCCC4)ncnc32)c1	0.2%	-1.2%	nt	?	6.7%	nt	nt	-28.3%
Cc1nc2ccccc2cc1O	-0.7%	-0.7%	-6.0%[46.1 µM]	2.0%	-23.3%	26.8%	3.3%	0.6%
COc1cc(Br)c(S(=O)(=O)Nc2c(C)n(C)n(-c3ccccc3)c2=O)cc1OC	-1.7%	-1.1%	-14.2%[46.1 µM]	5.9%	-2.8%	-7.1%	8.4%	4.8%
CC1C(=O)CCC2[C@]1(C)CCC1[C@]2(C)CC[C@@]2(C)C3CC(C)(C)CC[C@]3(C)CC[C@@]12C (stereo not given in full)	0.6%	-1.3%	nt	-5.2%	7.6%	7.2%	-11.0%	-0.7%
Cc1cccc(NC2=NC(=S)N(c3cccc(C(=O)O)c3)C23CCCCC3)c1	5.2%	3.7%[10.1 µM]	-7.2%	-4.1%	-0.1%	0.6%	0.1%	3.0%
CC[C@H](C)[C@H](NS(=O)(=O)c1ccc(C)cc1)C(=O)N1CCC(C(=O)N[C@@H](C)C(=O)O)CC1	-0.2%	0.0%	-3.2%[46.1 µM]	6.7%	1.9%	2.8%	3.1%	4.5%
CC(C)NC(=S)N/N=C/C1=CCC2CC1C2(C)C (stereo not given)	-2.5%	0.0%	16.8%[46.1 µM]	-7.5%	6.1%	2.4%	-4.8%	-17.1%
CN(CCCC(=O)Nc1ccncc1)S(=O)(=O)c1ccc(Cl)cc1	-8.2%	-4.3%	-0.1%[46.1 µM]	-9.0%	4.6%	-1.2%	0.3%	-7.2%
O=S(=O)(N1CCCCC1)n1c(Cc2ccccc2)nc2ccccc21	2.7%	0.9%	?	6.3%	1.0%	-1.8%	27.0%	-10.2%
COc1ccc(-c2cc(C(=O)Nc3ccc4c(c3)OCO4)no2)cc1OC	?	-1.8%	nt	2.7%	-4.3%	nt	nt	-14.9%
O=S(=O)(Nc1nc2n(n1)C(c1ccc(F)cc1)C=C(c1ccc(Cl)cc1)N2)c1ccccc1 (stereo not given)	-0.6%	-3.7%	nt	4.4%	11.7%	nt	nt	-15.2%
CC1CCCN(C(=O)C23CCC(C)(C(=O)C2)C3(C)C)C1 (stereo not given)	-2.7%	-1.0%	-5.0%[46.1 µM]	-0.2%	6.1%	1.0%	2.1%	-1.2%
COc1cc(OC)c(C(C)=O)c(O)c1C	-2.0%	1.1%	nt	-5.7%	-6.8%	-0.3%	17.0%	-7.1%
Cc1cc(CSC(=N)N)c(CSC(=N)N)cc1C	0.5%	7.2%	-7.7%	-7.5%	-4.6%	-6.9%	-5.3%	-10.0%
COCCN(C(=O)/C=C/c1cccc([N+](=O)[O-])c1)c1c(N)n(Cc2ccccc2)c(=O)[nH]c1=O	-4.6%	-0.3%	-16.6%	9.0%	2.1%	8.1%	9.0%	3.0%
N/C(=N\OC(=O)c1ccco1)c1cccnc1	-2.5%	-4.7%	18.5%	9.6%	-3.3%	-14.6%	-1.2%	7.4%
CCOC(=O)c1c(NC(=O)Cn2nc([N+](=O)[O-])c(Br)c2C)sc2c1CCC(C)C2 (stereo not given)	nt	-3.3%	-3.9%[46.1 µM]	7.1%	nt	-5.0%	5.8%	1.0%
CC(C)(C)C(=O)/C(C#N)=c1\s/c(=C\c2ccncc2)c(=O)n1CCCN1CCOCC1	5.2%	5.0%	-22.3%[46.1 µM]	-4.3%	-0.8%	-1.9%	-10.5%	-11.5%
C/C=C/COC(=O)c1[nH]c2c(c1C)C(=O)CC(c1ccc(N(C)C)cc1)C2 (stereo not given)	-3.9%	1.3%	-28.3%[46.1 µM]	2.7%	-2.2%	1.7%	-14.3%	?
Cc1ccccc1-n1nc(C(=O)c2cccs2)cc(-c2nc3ccccc3[nH]2)c1=N	-4.1%	0.8%	-15.5%[46.1 µM]	2.9%	7.9%	-6.5%	?	-21.5%
O=C(NCCc1csc(-c2ccc(F)cc2)n1)C(=O)Nc1ccc(Cl)cc1	-1.2%	6.1%	nt	-9.9%	-1.3%	nt	nt	18.9%
CCSC(C)CC1CC(=O)CC(=O)C1 (stereo not given)	0.1%	0.0%	-13.0%[46.1 µM]	-3.2%	-0.4%	-4.3%	1.7%	-6.1%
OCC1(CCCc2ccccc2)CCN(Cc2ccc(F)cc2)CC1	0.2%	-1.2%	5.3%	-2.9%	-5.4%	-0.4%	2.4%	-3.6%
COc1ccccc1CNC(=O)/C=C/c1ccc(Br)o1	-5.6%	-0.1%	-3.5%	2.2%	1.6%	0.5%	-9.0%	-12.3%
O=C(O)CN1C(=O)C2C3C=CC(C3)C2C1=O (stereo not given)	-3.8%	0.0%	5.8%[46.1 µM]	-5.0%	0.3%	2.8%	10.0%	10.7%
O=C(O)CCCCCCC1C(=O)NC(=O)N1CCC(O)C1CCCCC1 (stereo not given)	-6.5%	3.0%	-3.6%	1.8%	-1.5%	9.9%	0.1%	-8.9%
COc1c(C)cc(C(=O)C2CCCN(C(=O)c3ccc4cc[nH]c4c3)C2)cc1C (stereo not given)	-0.3%	4.8%	25.4%	5.0%	-5.2%	1.4%	-8.8%	-13.0%
O=C(COCc1cc(-c2cccs2)on1)N1CCN(c2ccc(F)cc2)CC1	0.4%	-1.2%	nt	-2.4%	-4.7%	nt	nt	-22.5%

Screens deposited in PubChem BioAssay by National Center for Advancing Translational Sciences (NCATS).
